Assay outcomes: PubChem BioAssay, Sanford-Burnham Center for Chemical Genomics
DNMT1 block – human DNMT1 methyltransferase inhibitors, primary screen, biochemical, molecular beacon, fluorescence, HinP1I cleavage, uHTS | DNA (cytosine-5)-methyltransferase 1 (Homo sapiens), P26358 | 360,000 tested, 0.83% active | inhibition (reported as % activation of signal), % at 10 µM; in the data active = inhibition above about 50%
NadD block – inhibitors of S. aureus NadD, primary screen, biochemical, colorimetric, uHTS | Nicotinate-nucleotide adenylyltransferase NadD (Staphylococcus aureus N315) | purified NadD enzyme, colorimetric absorbance read-out | inhibition, % at 20 µM | 360,000 tested, 0.78% active; in the data active = inhibition above about 26%; also: some compounds past the cut are filed as inactive
Scp-1 inhibitor – Scp-1 phosphatase inhibitors, primary screen, biochemical, colorimetric, uHTS; Recombinant Scp1, phosphopeptide, malachite green phosphate absorbance; Carboxy-terminal domain RNA polymerase II polypeptide A small phosphatase 1 (Homo …; inhibition, % at 20 µM; 340,000 tested, 0.88% active;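 active = inhibition above about 50% at 20 µM, limit read from the data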;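 also: plate controls were DMSO wells with enzyme for no effect and wells lacking enzyme for full effect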
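Times: enzyme reaction 45 min at room temperature, colour 5 min, stabilisation 30 min. Material: SCP-1 catalytic fragment, aa 76-261. Medium: Acidic Tris acetate buffer with magnesium and detergent. Signal: colorimetric free-phosphate detection, absorbance 630 nm. Read-out basis: % inhibition of SCP-1 phosphate liberation. Reagent: Phosphorylated 17-residue peptide substrate.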
SUMO1 PPI mod – modulators of SUMO1 protein-protein interactions, primary screen, biochemical, uHTS. Small ubiquitin-related modifier 1 (Homo sapiens), P63165. SUMO1 binding to a labelled peptide, TR-FRET, 1 h. inhibition, % at 20 µM. 360,000 tested, 0.33% active. AID 602429, 2012; in the data active = inhibition above about 37%
LMPTP block – LMPTP phosphatase inhibitors, primary screen, biochemical, fluorescence intensity, uHTS. recombinant LMPTP-A, OMFP fluorogenic substrate. inhibition, % at 20 µM. 360,000 tested, 0.22% active. AID 651560, 2012;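 active = compounds that cut the enzyme signal by at least half of the control window in the single-dose screen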;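 also: plate controls were DMSO wells with enzyme plus substrate for no effect and substrate without enzyme for full effect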
Target sequence (P24666 whole entry, looked up): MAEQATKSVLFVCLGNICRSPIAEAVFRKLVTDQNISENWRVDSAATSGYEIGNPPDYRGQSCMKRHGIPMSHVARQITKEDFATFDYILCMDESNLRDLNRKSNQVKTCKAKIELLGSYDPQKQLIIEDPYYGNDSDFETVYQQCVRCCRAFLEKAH
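Material: LMPTP-A; amount: 0.625 nM enzyme; doses: single 20 µM dose; times: reaction 50 min, room temperature, dark; technique: fluorescence intensity of OMFP turnover product; benchmarks: no-enzyme and uninhibited controls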
SKN-1 inh – suppressors of acrylamide-induced Pgst-4::GFP reporter in worms, primary screen, SKN-1 inhibitor project, whole organism, uHTS, GFP/RFP fluorescence ratio, strain VP596; 360,000 tested, 0.49% active; inhibition, % at 21.8 µM; C. elegans VP596 Pgst-4::GFP/RFP ratio, 24 h;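 active = interference check ratio from 0.5 to 1.5 plus GFP to RFP signal ratio inhibition reaching or exceeding a fixed threshold, cut at about 30% in these data, passing the limit was not always enough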; also: some compounds called inactive have numbers as strong as hits
STEP inh – STEP phosphatase inhibitors, primary screen, biochemical, fluorescence intensity, uHTS; inhibition, % at 20 µM; recombinant STEP, OMFP fluorogenic substrate; Tyrosine-protein phosphatase non-receptor type 5 (Homo sapiens), P54829; 360,000 tested, 0.25% active;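 active = inhibition at 20 µM, scaled per plate between control wells, above about 37%, limit read from the data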;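 also: 0% = DMSO with enzyme and substrate and 100% = substrate only without enzyme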
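System: isolated STEP enzyme; schedule: 20 min enzyme reaction at room temperature, protected from light; medium: Bis-Tris buffer pH 6.0, 2.5 mM DTT, 0.005% Tween 20; signal: fluorescence, 480/540 nm; dosing: single compound dose of 20 µM, 1% DMSO final; also added: OMFP substrate, 25 µM final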
Rpn11 block – Rpn11 (PSMD14) deubiquitinase inhibitors, primary screen, biochemical, fluorescence polarization, uHTS; 26S proteasome non-ATPase regulatory subunit 14 (Homo sapiens), O00487; human 26S proteasome, Ub4-pepOG fluorescence polarization; 20S core pre-blocked with epoxomicin; calls only at 20 µM; 360,000 tested, 0.59% active;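 active = inhibition at 20 µM, scaled to each plate's controls, above about 33%, limit read from the data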
NRP1-CendR mod – modulators of CendR peptide binding to NRP-1, primary screen, biochemical, fluorescence polarization, uHTS; Neuropilin-1 (Homo sapiens), O14786; FAM-RPARPAR peptide binding to NRP-1; inhibition, % at 25 µM; 360,000 tested, 0.85% active; AID 602438, 2012;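 active = inhibition or corrected inhibition above about 18%, plus a signal ratio from 0.5 to 1.5, limit read from the data, passing the limit was not always enough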; also: strong numbers were not always called active
Target sequence (O14786 whole entry, looked up): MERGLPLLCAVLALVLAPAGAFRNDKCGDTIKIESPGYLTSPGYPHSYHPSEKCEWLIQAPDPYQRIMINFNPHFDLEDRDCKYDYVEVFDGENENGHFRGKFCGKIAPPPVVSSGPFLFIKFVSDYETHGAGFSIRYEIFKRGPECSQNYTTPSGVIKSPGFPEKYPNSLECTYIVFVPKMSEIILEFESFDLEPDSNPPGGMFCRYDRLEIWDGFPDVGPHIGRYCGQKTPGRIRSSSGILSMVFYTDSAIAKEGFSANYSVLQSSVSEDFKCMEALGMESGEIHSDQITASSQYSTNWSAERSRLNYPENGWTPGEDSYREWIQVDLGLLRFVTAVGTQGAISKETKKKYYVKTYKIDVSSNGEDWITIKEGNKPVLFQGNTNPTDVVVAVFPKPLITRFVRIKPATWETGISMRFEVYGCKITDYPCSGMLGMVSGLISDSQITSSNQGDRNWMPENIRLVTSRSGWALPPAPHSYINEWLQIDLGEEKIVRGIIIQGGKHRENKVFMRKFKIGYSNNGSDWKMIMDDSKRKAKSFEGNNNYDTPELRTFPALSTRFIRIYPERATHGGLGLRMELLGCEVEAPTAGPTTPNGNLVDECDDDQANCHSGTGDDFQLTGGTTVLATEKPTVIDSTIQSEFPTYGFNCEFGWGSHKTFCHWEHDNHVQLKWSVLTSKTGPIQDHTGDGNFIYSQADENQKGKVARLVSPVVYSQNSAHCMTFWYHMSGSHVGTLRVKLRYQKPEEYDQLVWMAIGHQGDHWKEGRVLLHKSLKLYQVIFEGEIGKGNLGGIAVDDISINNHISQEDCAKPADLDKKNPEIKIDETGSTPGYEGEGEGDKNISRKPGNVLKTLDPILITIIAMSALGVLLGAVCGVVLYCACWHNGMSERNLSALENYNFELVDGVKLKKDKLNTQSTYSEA
MT1-MMP act inh – blockers of MT1-MMP proenzyme processing, primary screen, HT1080 RFP-PRO-GFP cells, GFP/RFP fluorescence | 360,000 tested, 0.061% active | AID 651647, 2012 | GFP/RFP ratio fluorescence, overnight; percent of plate control window, DMSO zero | Matrix metalloproteinase-14 (Homo sapiens), P50281 | GFP/RFP ratio change, % at 20 µM;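 active = GFP/RFP ratio change of at least 30% with cell ATP level not reduced by more than half and red fluorescence within 50% of control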; also: strong numbers were not always called active
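Assay system: HT1080 cells carrying an RFP-PRO-GFP reporter | Dosing: Single dose of 20 µM compound, 1% DMSO final | Incubation: Cells overnight before dosing, compound overnight, 37 °C, 5% CO2 | Evaluation: GFP/RFP fluorescence ratio | Control set: DMSO and RFP-L50D-GFP cell wells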
* hit, by the source's call; i = inactive; · = no result given. Compounds were not picked by outcome; 3.9% or so of the library scored in one or more.

Under each structure: DNMT1 block	NadD block	Scp-1 inhibitor	SUMO1 PPI mod	LMPTP block	SKN-1 inh	STEP inh	Rpn11 block	NRP1-CendR mod	MT1-MMP act inh
> O=C(CN1C(=O)NC2(CCc3ccccc32)C1=O)NC1CCCCC1 (stereo not given)
 : 0	-1	·	6	-0.9	11	1	i	-6	3
> CS(=O)(=O)NCCSCc1c(F)cccc1Cl
 : 4	0	-3	0	-0.5	-12	-3	i	8	5
> Cc1ccc(C(=O)N/C(=C\c2ccc(-c3ccccc3[N+](=O)[O-])o2)C(=O)NCCCN(C)C)cc1
 : -9	-8	-8	-28	-2.2	7	7	i	8	-16
> c1ccc(CSc2ncnc3ccccc23)cc1
 : -2	-4	-9	1	2.7	59*	0	i	-6	-8
> C[C@H](C(O)c1ccccc1)N(C)C(=O)CN (stereo not given in full)
 : 2	2	-9	-4	-0.3	14	3	i	1	2
> COC(=O)CCc1nc2c(C#N)c(-c3ccc(Cl)cc3)ccn2n1
 : -1	-2	-6	-21	-0.8	-4	-3	i	-15	2
> CC(=O)Nc1ccc(NC(=O)Cn2c(=O)n(-c3ccc(C)cc3)c(=O)c3oc4ccccc4c32)cc1
 : -5	6	-10	2	-0.9	21	5	i	12	-2
> N#Cc1cccc(NC(=O)NCCc2c[nH]c3ccccc23)c1
 : -2	3	-13	5	0.5	1	-3	i	-1	2
> CN(NC1OC(=O)c2ccccc21)c1ncc(C(F)(F)F)cc1Cl (stereo not given)
 : -7	-2	-5	3	-1.4	-1	0	i	6	-2
> CC1(C)CC(=O)C=C(Nc2ccccc2N)C1
 : -9	11	-12	-16	0.1	10	-1	i	-6	-7
> CCCCNC(=O)C1(C)CCCCCN1Cc1cc2ccccc2o1 (stereo not given)
 : -2	1	·	3	3.0	4	3	i	4	-9
> CC(NC(=O)c1ccco1)C(=O)N1CCCCC1 (stereo not given)
 : -1	8	-8	-5	0.2	0	-1	i	9	-5
> O=C(Oc1ccc(Cl)c2cccnc12)c1cccnc1
 : 20	-5	-18	-4	-0.8	13	-1	i	-9	2
> CCCc1ccc(OC(=O)c2ccc(O)cc2Cl)cc1
 : 2	-4	-7	1	0.6	0	0	i	7	0
> CCC(C)(C)NC(=O)C(c1ccco1)N(C(=O)c1csnn1)c1cccc(F)c1 (stereo not given)
 : 2	2	2	-1	-1.3	-22	-2	i	34*	10
> CCOC(=O)N1CCN(C(=O)c2cn(CC)c3ccc(S(=O)(=O)N4CCOCC4)cc3c2=O)CC1
 : 1	-2	2	-4	-0.4	7	1	i	-2	1
> Brc1ccc(-c2noc(COc3ccc4c(c3)CCC4)n2)o1
 : 2	2	22	0	0.1	3	1	i	-16	6
> CC1(OC(=O)CCc2ccccc2)C(=O)C=C2C=C(c3ccc(C#N)cc3)N(C3CCCCC3)C=C2C1=O (stereo not given)
 : -4	8	1	-10	2.0	14	2	i	-1	3
> C=CCN(CC=C)Cc1c(C)[nH]c2c(C)c(C)ccc2c1=O
 : 4	-1	-3	3	0.8	1	-5	i	-8	-2
> CN(C)c1ccc(C(=S)N2CCOCC2)cc1
 : 1	-3	-7	-3	-0.6	18	-2	i	9	6
> COc1ccc(OCc2nnc(SCC(=O)NC3CC4CCC3C4)o2)cc1 (stereo not given)
 : 1	-2	-2	5	0.4	5	-1	i	8	0
> COc1ccc(-n2c(Cc3cccn3C)nnc2SCC(=O)Nc2cccc(F)c2)cc1
 : -8	9	-4	1	2.2	13	-1	i	-7	-1
> CCOc1ncccc1C(=O)OCC(=O)NCc1ccc2c(c1)OCO2
 : -4	-3	-2	9	1.3	-8	-3	i	-10	-1
> Cc1cc(C)nc(N/N=C/c2cccc([N+](=O)[O-])c2)n1
 : -3	-5	-4	-23	-2.4	-9	2	i	-6	3
> CC(NC(=O)c1cccc(S(=O)(=O)N(C)C)c1)c1nc2ccccc2[nH]1 (stereo not given)
 : 6	1	5	1	-1.3	-4	2	i	-6	·
> CC(=O)Nc1ccc(OC(F)(F)Cl)cc1
 : -1	-5	-2	-1	-0.9	3	3	i	3	0
> COc1ccc(Cl)cc1C(=O)NCCc1ccc(S(=O)(=O)NC(=O)NC2CCCCC2)cc1
 : 0	2	-11	8	-1.2	-13	3	i	-6	4
> CCn1c(SCC(=O)OC)nnc1-c1ccccc1
 : 0	4	3	-5	-1.4	5	-2	i	21	-2
> CN(Cc1nc(-c2ccc(C(F)(F)F)cc2)no1)C1CCOCC1
 : 0	-3	-10	3	-0.3	-12	-1	i	8	-2
> COc1ccc(C(C)NC(=O)C23CC4CC(CC(C4)C2)C3)cc1OC (stereo not given)
 : -3	-3	-4	2	-2.4	16	0	i	-8	-4
> Cc1ccc(S(=O)(=O)N2CCCC2C(=O)n2nc(C)cc2C)cc1 (stereo not given)
 : 2	-2	-7	-3	0.3	2	-2	i	-5	-1
> O=C(O)c1cccnc1SCc1cccc(Cl)c1
 : 3	-6	-12	-1	-0.8	-5	5	i	4	3
> O=C(Nc1cnn(Cc2ccc(F)cc2)c1)C(c1ccccc1)c1ccccc1
 : -14	-8	-8	-1	2.8	3	-2	i	10	-7
> O=C(OCc1ccccc1)N1CCC2CC1c1ccc(N3CCOCC3)cc12 (stereo not given)
 : 3	-3	·	3	-0.5	-9	2	i	3	3
> COc1ccc(N(CC(=O)N2CCN(c3cc(C)ccc3C)CC2)S(=O)(=O)c2c(C)noc2C)cc1
 : 2	-5	-5	2	4.3	19	3	i	3	-8
> COc1ccc(Cl)cc1NC(=O)COC(=O)CCNS(=O)(=O)c1cccs1
 : -2	-3	-5	5	-0.3	0	-2	i	9	4
> COc1ccc(NC(=S)Nc2ccc(S(=O)(=O)N3CCOCC3)cc2)c(OC)c1
 : -1	-2	-11	2	1.3	4	4	i	12	2
> O=C(Cc1ccc(S(=O)(=O)N2CCOCC2)s1)N(Cc1ccccc1)c1ccccc1
 : -1	-8	-4	7	1.5	-11	1	i	1	6
> O=C(Cn1nc(C(=O)O)c2ccccc2c1=O)NCc1ccco1
 : 0	-6	1	1	-1.9	-7	-3	i	-4	2
> CN(C(=O)c1cc(-c2cccs2)nn1-c1ccccc1)C1CCS(=O)(=O)C1 (stereo not given)
 : 4	0	·	7	-2.9	-2	0	i	-4	-2
> O=C(/C=C/c1ccco1)N1CCN(c2ccccc2)CC1
 : 4	-2	-3	-5	0.1	2	-2	i	4	0
> N#Cc1nc(-c2ccc(OCc3ccccc3)cc2)oc1NCCCN1CCOCC1
 : -9	-10	1	1	-5.0	31	4	i	0	1
> O=C(NN=C1CCCC1)c1cc(-c2ccc(F)cc2)nc2ccccc12
 : 4	2	14	-5	0.5	-1	-1	i	-5	4
> CCC(=O)c1cn(CC(=O)Nc2cccc(OC)c2)c2ccccc12
 : 2	-8	-2	-16	0.3	-2	2	i	-4	6
> CCOc1cc(-c2noc(CCC(=O)N3CCOCC3)n2)ccc1OC
 : 6	-7	-8	2	0.3	14	0	i	8	1
> O=C(Cc1ccccc1Cl)NCCCn1ccnc1
 : 0	1	-2	2	-3.5	4	-2	i	-10	4
> CCOC(=O)N1CCN(C(=O)c2cnsn2)CC1
 : 1	-6	3	0	0.1	-3	-1	i	12	1
> COc1ccc(CNc2ncnc(N)n2)cc1
 : -1	-3	9	2	-1.8	1	-3	i	20	9
> CSc1nc2c(cc1C#N)CCC2
 : -6	0	-1	-4	-0.6	-3	0	i	-7	2
> CC(C)c1nc(SCC(=O)Nc2ccc3c(c2)OCCO3)c2c(=O)n(C)c(=O)n(C)c2n1
 : -1	3	-14	5	-0.6	16	2	i	-7	-3
> O=C(CN1C(=O)S/C(=C\C=C\c2ccccc2)C1=O)Nc1ccccc1C(=O)O
 : -3	4	-11	4	-0.7	2	3	i	-66	7
> CCOC(=O)c1c(-c2cccc3ccccc23)csc1NC(=O)C1C2CCC(O2)C1C(=O)O (stereo not given)
 : -2	11	-5	-1	-1.6	13	2	i	14	-1
> CCO[C@@H]1OC(C(=O)N2CCOCC2)=C[C@H](C2CC2)[C@H]1CCCO
 : -29	3	-2	1	1.6	6	0	i	4	-3
> C/C(=N/NC(=O)c1cc(C)[nH]n1)c1ccco1
 : 0	9	-6	0	0.1	6	-1	i	5	-1
> Cc1nn(C(C)C(=O)NCc2ccccc2Cl)c(=O)c2c1sc1ccccc12 (stereo not given)
 : -6	-2	-8	5	1.9	3	4	i	6	-1
> C=CCc1cc(Cl)ccc1OCCNCCN1CCOCC1
 : -1	-10	-9	-3	-1.0	-10	-2	i	-3	0
> CCOC(=O)c1oc2cccc(O)c2c1CN1CCOCC1
 : 1	0	-3	-3	-1.5	8	-2	i	-2	0
> CC(=O)C[C@H]1c2cc(C(F)(F)F)ccc2S(=O)(=O)N1Cc1ccccc1
 : 1	-11	-8	1	-0.2	9	1	i	-10	1
> O=C(C(=O)N1CCN(c2ccccc2)CC1)c1ccco1
 : ·	·	·	2	-0.8	5	·	·	8	0
> O=C(COC(=O)c1n[nH]c2ccccc12)c1ccc(F)c(F)c1
 : -5	-7	-10	-5	1.7	10	-1	i	-6	5

Results in NRP1-CendR mod and NadD block, for some of the entries so far:
canonical_smiles	NRP1-CendR mod	NadD block
c1ccc(CSc2ncnc3ccccc23)cc1	-6	-4
O=C(C(=O)N1CCN(c2ccccc2)CC1)c1ccco1	8	·
COc1ccc(C(C)NC(=O)C23CC4CC(CC(C4)C2)C3)cc1OC (stereo not given)	-8	-3
